# Screens deposited in PubChem by National Center for Advancing Translational Sciences (NCATS).
# KAT2A inh: inhibitors of human GCN5L2 histone acetyltransferase; Q92830; 390,000 tested, 0.21% active; GCN5L2 HAT assay, ThioGlo1 CoA-SH fluorescence; Potency, µM (titrated, usually from 58.9 µM), for the others: at the top dose activity change, negative = inhibition, usual class: inhibitors; AID 504327
#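 GCN5L2 (20 nM) in 50mM HEPES pH 7.5, 0.1mM EDTA, 0.01% Tween-20 preincubated 15 min with compounds at room temperature. Reaction started with H3(1-25) 75uM, acetyl-CoA 70uM, ThioGlo1 50uM; CoA-thiol fluorescence (Ex340/Em540) read at 0 and 20 min.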
# N370S GC: N370S glucocerebrosidase modulation, Gaucher chaperone candidate. P04062. Potency, µM (highest dose often 59.4 µM), for inactives: top-dose activity change, negative = inhibition, usual class: inhibitors. N370S GC spleen homogenate, 4MU-glucoside fluorescence. 330,000 tested, 0.092% active;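 note: 0% = full enzyme activity and -100% = no enzyme basal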
# FEN1 inh: blocks human flap endonuclease 1; Recombinant FEN1 flap cleavage, fluorescence, 15 min; Potency, µM (highest dose often 114 µM), for the others: top-dose activity change, negative = inhibition, most hits filed as inhibitors; 390,000 tested, 0.35% active; note: nearly all actives have a fitted effect of over 65% in size
# Target sequence (P39748 whole entry, looked up): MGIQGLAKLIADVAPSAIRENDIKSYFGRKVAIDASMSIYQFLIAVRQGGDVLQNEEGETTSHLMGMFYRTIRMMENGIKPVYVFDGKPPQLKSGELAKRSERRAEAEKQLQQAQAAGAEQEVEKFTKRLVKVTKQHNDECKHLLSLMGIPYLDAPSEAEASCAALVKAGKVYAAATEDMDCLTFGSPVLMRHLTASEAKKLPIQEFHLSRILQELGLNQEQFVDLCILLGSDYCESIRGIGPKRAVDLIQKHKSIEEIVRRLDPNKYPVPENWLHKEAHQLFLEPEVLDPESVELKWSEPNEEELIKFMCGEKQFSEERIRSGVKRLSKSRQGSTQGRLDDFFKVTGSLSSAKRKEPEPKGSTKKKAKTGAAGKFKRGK
#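 Reaction started by adding substrate (50 nM final) to 10 nM enzyme after 15 min room-temperature compound preincubation. Reads at 0 and 15 min, with data normalized and fitted to a four-parameter Hill equation.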
# Active calls of the source: *; ? = inconclusive; · = not tested or not shown; & = joins results of further samples; [ ] = remark or other dose. Calls come from the whole dose curve; as a rule, active = well fitted curve in the direction sought with a large enough effect; inconclusive = small, poorly fitted or top-dose-only effect, or another doubt; inactive = no such curve, though single readings can be large; an effect the other way counts as inactive or inconclusive. Unless noted, % is set by controls: 0 for no effect and ±100 for the full control effect; potency is the fitted concentration of half-maximal effect. Some of the compounds tested; rates above refer to the full screens.
SMILES,KAT2A inh,N370S GC,FEN1 inh
COc1ccc2nccnc2c1[N+](=O)[O-],-6%,-12%,2%
CCN1CCN(c2ccc(S(=O)(=O)N3CCOCC3)cc2NC(=O)COc2ccc(F)cc2Cl)CC1,2%,-13%,-12%
O=C(CN1CCC(NC(=O)Nc2ccccc2)CC1)Nc1ccc([N+](=O)[O-])cc1,1%,-3%,-1%
O=C(OC(C(=O)NCc1ccc2c(c1)OCO2)c1ccccc1F)c1ccco1 (stereo unspecified),-16%,1%,-13%
CCOC(=O)c1c(C)nn(-c2ccc(NC(=O)CSCC(=O)O)cc2)c1C,-1%,2%,-3%
CCOc1ccc(/C=C(\C#N)C(=O)NCC2CCCO2)cc1OCC (stereo unspecified),-8%,4%,-1%
CCOc1ccc(C(=O)NCC2CCN(CC3CCCCC3)CC2)cc1,0%,-6%,-3%
Cc1cccc(C)c1NC(=O)CN1CCNCC1,0%,4%,2%
Cn1nnc(NC(=O)c2cccs2)n1,-8%,-8%,-1%
Cc1ccc(CNC(=O)CC(NC(=O)c2ccccc2)c2ccccc2)cc1 (stereo unspecified),1%,·,-7%
CCOC(=O)C1CCN(C(=O)COc2ccc(C(=O)c3ccccc3)cc2)CC1,1%,·,-13%
CC1CC(C)CN(C(=O)Cn2nnc(-c3ccc(Br)cc3)n2)C1 (stereo unspecified),2%,-13%,6%
O=S(=O)(Nc1cccc(-n2cnnn2)c1)c1ccccc1C(F)(F)F,-6%,-6%,21%
COc1ccccc1C(=O)NC(=O)COC(=O)c1ccc(Cl)cc1[N+](=O)[O-],1%,-3%,1%
Cc1ccc(NC(=O)c2cncc(Br)c2)nc1,-4%,-1%,14%

# Looked up one by one from the list above:
SMILES,KAT2A inh,N370S GC,FEN1 inh
CC1CC(C)CN(C(=O)Cn2nnc(-c3ccc(Br)cc3)n2)C1 (stereo unspecified),2%,-13%,6%
Cc1cccc(C)c1NC(=O)CN1CCNCC1,0%,4%,2%
CCOC(=O)c1c(C)nn(-c2ccc(NC(=O)CSCC(=O)O)cc2)c1C,-1%,2%,-3%
Cc1ccc(NC(=O)c2cncc(Br)c2)nc1,-4%,-1%,14%
Cc1ccc(CNC(=O)CC(NC(=O)c2ccccc2)c2ccccc2)cc1 (stereo unspecified),1%,·,-7%
CCOC(=O)C1CCN(C(=O)COc2ccc(C(=O)c3ccccc3)cc2)CC1,1%,·,-13%
COc1ccc2nccnc2c1[N+](=O)[O-],-6%,-12%,2%

# 2 entries from above, with two lines to a compound.
# Values run as follows: KAT2A inh	N370S GC	FEN1 inh
COc1ccccc1C(=O)NC(=O)COC(=O)c1ccc(Cl)cc1[N+](=O)[O-]
  1%	-3%	1%
Cc1ccc(NC(=O)c2cncc(Br)c2)nc1
  -4%	-1%	14%

# Remaining list, next part:
SMILES,KAT2A inh,N370S GC,FEN1 inh
O=C(Nc1ccccc1)c1cccnc1Nc1ccccc1,-1%,3%,-10%
COc1ccc(C(=O)NCCSCc2ccc(Cl)cc2)cc1OC,-9%,0%,-27%
Clc1cccc(Nc2nnc(-c3ccccc3)c3ccccc23)c1,-25%&-17%,7%&25%,-26%
O=C(Nc1cnc(N2CCN(c3ccccc3)CC2)c(C(=O)O)c1)c1cccs1,-13%,·,-6%
O=C(Nc1ccnn1C1CCN(C(=O)c2ccc(Cl)c(F)c2)CC1)C1CCOC1 (stereo unspecified),-27%,-2%,1%
Cc1noc(C)c1C(=O)OCC(=O)/C=C1\N(C)c2ccccc2C1(C)C,-27%,-3%,-13%
COc1ccc(N2CCOCC2)c(NC(=O)c2ccco2)c1,-2%,0%,-1%
Cc1cccc(OCC(=O)O/N=C(\N)Cc2ccc(Cl)cc2)c1,·,5%,-14%
CC(=O)c1ccc(NC(=O)CCc2c(C)nc3ncnn3c2C)cc1,-4%,1%,-3%
CC(C)[C@H](Nc1ccc(C(F)(F)F)cc1[N+](=O)[O-])C(=O)O,-6%,-9%,-6%
O=C(NCc1ccccc1)C1(C(F)(F)F)C/C(=C/Cc2ccccc2)CCCO1 (stereo unspecified),·,2%,-20%
CCOc1ccc(NS(=O)(=O)c2ccc3[nH]c(=O)oc3c2)cc1,-8%,1%,-3%
O=C(NC1CCCC1)C1CCC(CNS(=O)(=O)c2ccc(F)cc2)CC1 (stereo unspecified),-4%,-1%,4%
COc1ccc(C(=O)N2CCc3ccc(NC(=O)c4ccccn4)cc3C2)cc1F,-14%,-3%,4%
Cc1cccc(C(=O)NC(=O)Nc2ccc(-n3nc(C(F)(F)F)cc3C(F)(F)F)cc2)c1,-7%,·,3%
Cc1c(C(=O)Nc2ccccc2Br)oc2ccc(S(=O)(=O)N3CCCCC3)cc12,-3%,·,-11%
COc1ccc(-c2ccc(SCC(=O)c3cccs3)nn2)cc1OC,-4%,-19%,-5%
COc1ccc2[nH]c3c(=O)n(CCCC(=O)NC4CCCCC4C)c(=S)[nH]c3c2c1 (stereo unspecified),2%,-2%,3%
Cc1ccc(S(=O)(=O)n2nc(OC(=O)c3ccccc3C)cc2N)cc1,-17%,1%,8%
COc1ccc(/C=c2\s/c(=C/C(=O)c3ccc(C)cc3)[nH]c2=O)c(OC)c1,2%,0%,-1%
Cc1cc(C(=O)N/N=C/c2ccc[nH]2)n[nH]1,-7%,1%,10%
Cc1cccc(/C=C/C(=O)c2ccc(N3CCOCC3)cc2)c1,-7%,?,·
O=C(N/N=C/c1cc(Br)c(Br)o1)c1cccnc1,1%,5%,1%
Cc1ccc(N2CN(Cc3ccco3)CNC2=S)c(C)c1,-6%,5%,-6%
CCCCn1c(N)c(N(CC(C)C)C(=O)Cn2c(=O)oc3ccccc32)c(=O)[nH]c1=O,-7%,-3%,-1%
Cc1ccc2nc(CSc3nnc(NC(=O)COc4ccccc4F)s3)cc(=O)n2c1,-11%,·,-4%
Cc1cc(OCC(=O)OCC(=O)NCc2ccco2)ccc1Cl,0%,-4%,-2%
Cn1nccc1C(=O)OCC(=O)Nc1cccc(Cl)c1,-6%,·,1%
COc1ccc(NC(=O)C2CCC(CNc3c(N4CCOCC4)c(=O)c3=O)CC2)cc1Cl (stereo unspecified),-14%,19%,2%
O=C(NCCc1ccccc1)C(=O)NCC(c1cccnc1)N1CCN(c2ccc(F)cc2)CC1 (stereo unspecified),-27%,·,-9%

# The final five entries of the section above are carried over, then new ones follow:
SMILES,KAT2A inh,N370S GC,FEN1 inh
Cc1ccc2nc(CSc3nnc(NC(=O)COc4ccccc4F)s3)cc(=O)n2c1,-11%,·,-4%
Cc1cc(OCC(=O)OCC(=O)NCc2ccco2)ccc1Cl,0%,-4%,-2%
Cn1nccc1C(=O)OCC(=O)Nc1cccc(Cl)c1,-6%,·,1%
COc1ccc(NC(=O)C2CCC(CNc3c(N4CCOCC4)c(=O)c3=O)CC2)cc1Cl (stereo unspecified),-14%,19%,2%
O=C(NCCc1ccccc1)C(=O)NCC(c1cccnc1)N1CCN(c2ccc(F)cc2)CC1 (stereo unspecified),-27%,·,-9%
Cc1ccc(-c2noc(-c3ccc(NCc4cccnc4)c([N+](=O)[O-])c3)n2)cc1,-9%,·,-16%
Cc1c(Cl)cccc1NC(=O)NCc1ccc(F)cc1,2%,6%,-3%
Cc1nc2cnc(Oc3cccc(Cl)c3)nc2n(CCc2ccccc2)c1=O,2%,3%,·
CC(=C/c1ccccc1)/C=N/n1c(-c2ccncc2)n[nH]c1=S,-2%,-13%,11%
C=CCNC(=O)COc1c(C)ccc(C)c1C,-11%,2%,18%
COc1ccc(-c2nc3cnc(N4CCNCC4)nc3n(-c3ccccc3)c2=O)cc1,-21%,?,·
Cc1nc2c(sc(=S)n2Cc2ccco2)c(=O)n1CC(=O)Nc1ccccc1,-1%,-6%,-4%
CCCCOC(=O)c1ccc(S(N)(=O)=O)o1,1%,2%,5%
CCC(C)C(NC(=O)C1CCC(C)CC1)C(=O)NCc1ccco1 (stereo unspecified),-12%,-4%,1%
O=C(Oc1ccc(Cl)c2cccnc12)c1ccco1,-2%,7%,0%
Cc1cc(C(F)(F)F)nn1CC(=O)Nc1cccnc1,18%,-2%,11%
CCCC[C@]12Cc3cc(C#N)ccc3C(O1)c1c(cc(-c3ccccc3)oc1=O)O2,-7%[12.7 µM],0%[12.8 µM],·
COc1ccc(Cl)cc1NC(=O)c1cc(C)nn1-c1ccccc1,-4%,·,-5%
COc1ccc([N+](=O)[O-])cc1NC(=O)Cc1c(Cl)cccc1Cl,15%,5%,-1%
CC(C(=O)NC1CCCc2ccccc21)N1C(=O)C2CCCCC2C1=O (stereo unspecified),-6%,·,-2%
O=C(c1ccc(Cn2c(=S)[nH]c3ccccc3c2=O)cc1)N1CCN(c2ccccn2)CC1,-5%,4%,5%
NC(=O)CCCCn1ccc(NC(N)=NCC(F)(F)F)n1,10%&-14%,-15%&-6%,·
CC(C)OCCCNC(=O)Cn1nc(-c2ccccc2)ccc1=O,-4%,2%,23%
CCc1noc(C)c1C(=O)Oc1ccc(N(C)S(=O)(=O)c2ccc(C)cc2)cc1,-28%,·,0%
N#Cc1ccc(CN2CCN(CC(=O)NCCc3ccc(Cl)cc3Cl)CC2)cc1,-2%,-9%,10%
CC(=O)Nc1cccc(NC(=S)Nc2ccc(F)c(Cl)c2)c1,-4%,5%,14%
O=C(C[n+]1cc(-c2ccc(Cl)cc2)n2c1CCCCC2)c1ccccc1,1%,2%,-1%
COc1ccc(S(=O)(=O)N2CCOC23CCN(S(=O)(=O)c2ccc([N+](=O)[O-])cc2)CC3)cc1,-7%,-3%,-1%
Cc1nnc(SCC(=O)Nc2nccs2)n1N,-27%,-9%,13%
CC1CN(S(=O)(=O)c2cccc(C(=O)Nc3ccccc3N3CCOCC3)c2)CC(C)O1 (stereo unspecified),1%,2%,10%
CCN1C(=O)c2ccccc2Sc2ccc(C(=O)NCCCN(CC(C)C)CC(C)C)cc21,-4%&0%,-8%,-20%&-1%
COc1cc(SC)ccc1C(=O)N1CCc2ccccc21,-1%,6%,-3%
CCSc1nnc(NC(=O)c2ccccc2)s1,-3%,2%,-8%
O=C(Cc1coc2cc3c(cc12)CCC3)NC1CCCCCCC1,12%,27%,4%
COc1ccccc1-c1noc(-c2ccc(NC3CCCC3)c([N+](=O)[O-])c2)n1,-7%,·,12%
Cc1ccc(OS(=O)(=O)c2cn(C)c(=O)n(C)c2=O)cc1C,-5%,-18%,1%
Cc1ccc(C)c(NC(=O)COC(=O)c2cc(=O)c3ccccc3o2)c1,-3%,1%,-1%
CCOc1ccc(CN2C(=O)c3ccccc3Sc3ccc(C(=O)NCc4ccc5c(c4)OCO5)cc32)cc1,-2%,·,10%
CC(NC(=O)CN1CCOCC1)c1ccccc1 (stereo unspecified),-2%,-1%,-5%
COCCCn1c(SCC(=O)Nc2ccc(C(C)=O)cc2)nc2ccccc2c1=O,-3%,9%,-17%
Cc1ccc(/C=C/C(=O)Nc2ccncc2)o1,-10%,-4%,-8%
Clc1cccc(Cl)c1CSc1nnc(/C=C/c2ccccc2)o1,-1%,17%,-3%
O=C(CNC(=O)c1ccc2ccccc2c1)NCc1ccccc1F,-30%,-2%,14%
CCN(CC(=O)NC(C)C)C(=O)[C@@H](NC(=O)c1ccco1)C(C)C,-2%,0%,0%
O=[N+]([O-])c1ccccc1/C=N/N1CCN(c2ccccn2)CC1,-9%,-1%,1%
O=C(COC(=O)c1ccc(-c2ccc([N+](=O)[O-])cc2)o1)NC(=O)NC12CC3CC(CC(C3)C1)C2,-2%,-19%,-2%
Cc1cc(C)cc(NC(=O)CSc2cc(C(=O)c3nccn3C)c3ccccc3n2)c1,-2%,-3%,3%
COc1ccccc1C(=O)OCCCN=C1NS(=O)(=O)c2ccccc21,-1%,-13%,-7%
O=C(Nc1ccccc1Cl)C1CCN(c2nc3ccccc3[nH]2)CC1,-29%,·,0%
COc1cc(Br)c(C2CC(=O)Nc3cc(OC)c(OC)c(OC)c32)cc1OC (stereo unspecified),-3%,·,14%
COc1cccc(N2CCN(C(=O)CCS(=O)(=O)c3ccc4c(c3)oc(=O)n4C)CC2)c1,-8%&-2%,-1%,-4%&14%
Cc1ccc(CN(C)C(=O)C2CCN(C(=O)Nc3ccccc3)CC2)o1,1%,-6%,-7%
CCOc1ccc(NC(=O)C(Cc2ccccc2)NC(=O)C2CCCCC2)cc1 (stereo unspecified),10%,1%,0%
CC1CCN(c2oc(/C=C/c3ccc(F)cc3)nc2C#N)CC1,-1%,·,-10%
O=C1Nc2ccc(Cl)cc2C12OCCCO2,-19%,-1%,-1%
